Screens: PubChem, several laboratories
Tb MetRS inh = Trypanosoma brucei MetRS inhibition. purified T. brucei MetRS, ATP depletion, Kinase-Glo luminescence. inhibition, % at 11.9 µM. AID 624268. 360,000 tested, 0.4% active;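 active = inhibition above a per-plate cutoff of the control wells' mean inhibition plus 3 SD, cut at about 5.5% in these data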;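 also: 0% = DMSO wells median and 100% = median of wells with control inhibitor compound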
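Material – parasite MetRS enzyme · Medium – HEPES-MgCl2-KCl buffer plus DTT, spermine, BSA, pyrophosphatase · Reagent – ATP, methionine and E. coli bulk tRNA substrates · Times – 15 min enzyme-compound preincubation, 2 h reaction, 10 min detection, 25 °C · Measured by – luminescence of leftover ATP · Evaluation – percent inhibition relative to median high and low control wells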
CSN deneddyl inh = inhibitors of human CSN-mediated cullin deneddylation. Q92905. Purified CSN, SCF-Nedd8-OG deneddylation, fluorescence polarization. inhibition, % at 12.5 µM. 360,000 tested, 0.38% active;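 active = pattern-corrected inhibition above about 35%, with an unprinted fluorescence ratio check between 0.5 and 1.5, limit read from the data, passing the limit was not always enough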;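 also: 0% = enzyme with substrate and 100% = substrate without enzyme; some results filed as inactive read as strong as hits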
Target sequence (Q92905 whole entry, looked up, one chain of several): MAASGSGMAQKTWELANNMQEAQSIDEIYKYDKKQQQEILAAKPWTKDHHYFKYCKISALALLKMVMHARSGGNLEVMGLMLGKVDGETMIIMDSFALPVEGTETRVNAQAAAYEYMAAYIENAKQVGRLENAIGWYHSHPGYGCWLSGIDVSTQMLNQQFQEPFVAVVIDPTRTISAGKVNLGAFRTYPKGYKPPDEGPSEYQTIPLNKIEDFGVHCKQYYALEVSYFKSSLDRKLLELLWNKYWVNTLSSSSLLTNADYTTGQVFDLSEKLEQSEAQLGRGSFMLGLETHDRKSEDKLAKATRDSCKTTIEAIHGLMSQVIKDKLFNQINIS
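Material: purified human Csn5 enzyme expressed in HEK293T cells / Medium: Tris buffer pH 7.5, NaCl, DTT, Tween-20, trehalose, ovalbumin / Compound dosing: 12.5 µM single point / Schedule: 90 min incubation of compound, enzyme and substrate at room temperature / Signal: fluorescence polarization of the substrate / Control set: no-enzyme wells high, enzyme-with-substrate wells low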
Rin1 Abl inh = blocks binding of human Rin1 to Abl. P00519+Q13671. TR-FRET Rin1/Abl binding, biochemical. inhibition, % at 7.35 µM. 360,000 tested, 0.4% active; in the data active = inhibition above about 5%, passing the limit was not always enough
FAS-TE inh = blocks the thioesterase domain of human fatty acid synthase. P49327. inhibition, % at 15 µM. recombinant FAS-TE, OMFH fluorogenic substrate, fluorescence endpoint. 360,000 tested, 0.67% active. AID 602261;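 active = compounds whose normalised, plate-corrected inhibition of enzyme fluorescence in the single-dose primary screen is 50% or more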;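 also: 0% = DMSO with enzyme and 100% = substrate without enzyme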
E coli Lon inh = E. coli protease La inhibition. purified E. coli Lon protease, fluorescence polarization. inhibition, % at 7.94 µM. 360,000 tested, 0.42% active. AID 602123; in the data active = inhibition above about 13%, passing the limit was not always enough;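 also: 0% = enzyme with probe and DMSO and 100% = no enzyme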
MsrA inhibitor = bovine MsrA inhibition | inhibition, % at 15.5 µM | purified bovine MsrA, absorbance read-out | AID 651718 | 360,000 tested, 0.75% active; in the data active = inhibition above about 4.5%;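 also: 0% = vehicle wells with enzyme and 100% = reference inhibitor wells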
Neddyl block = blocks human cullin neddylation; P61081+Q13564; TR-FRET cullin neddylation, biochemical; calls only at 25 µM; 360,000 tested, 0.58% active; in the data active = inhibition above about 36%
MsrA act = bovine methionine sulfoxide reductase A activation; purified bovine MsrA, absorbance read-out; activation, % at 10.6 µM; 360,000 tested, 0.3% active; AID 602163; in the data active = activation above about 7.5%;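 also: 0% = vehicle and 100% = reference activator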
PABP1 MLLE inh = inhibitors of microRNA-mediated deadenylation, human PABP1 MLLE binding; P11940; GST-MLLE / FITC-PAM2 fluorescence polarization; inhibition, % at 20 µM; 360,000 tested, 0.36% active; AID 588489; in the data active = inhibition above about 35%, passing the limit was not always enough;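 also: plate controls were DMSO wells with GST-MLLE for no effect and wells lacking GST-MLLE protein for full effect; some results filed as inactive read as strong as hits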
Target sequence (P11940 whole entry, looked up): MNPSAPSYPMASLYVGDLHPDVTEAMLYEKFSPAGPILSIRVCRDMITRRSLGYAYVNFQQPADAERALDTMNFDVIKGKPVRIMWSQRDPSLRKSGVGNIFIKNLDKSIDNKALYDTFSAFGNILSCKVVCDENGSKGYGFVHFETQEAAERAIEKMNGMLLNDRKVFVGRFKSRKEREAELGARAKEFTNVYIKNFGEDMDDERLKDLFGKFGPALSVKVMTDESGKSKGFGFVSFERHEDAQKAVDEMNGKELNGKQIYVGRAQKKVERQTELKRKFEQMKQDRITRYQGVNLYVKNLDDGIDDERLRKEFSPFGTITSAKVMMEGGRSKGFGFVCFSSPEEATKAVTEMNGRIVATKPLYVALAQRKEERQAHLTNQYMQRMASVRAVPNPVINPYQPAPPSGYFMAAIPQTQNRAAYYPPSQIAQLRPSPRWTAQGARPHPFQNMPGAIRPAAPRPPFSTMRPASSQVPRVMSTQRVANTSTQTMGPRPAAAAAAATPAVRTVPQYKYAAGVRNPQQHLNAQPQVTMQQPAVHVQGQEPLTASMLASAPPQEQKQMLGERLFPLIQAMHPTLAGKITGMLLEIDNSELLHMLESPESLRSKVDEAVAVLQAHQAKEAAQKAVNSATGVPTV
* marks the source's active call; other numbers are inactive results; i = inactive; x = not tested or not shown.

1) O=C(COC(=O)c1ccc2[nH]c3c(c2c1)CCCC3)NC1CCS(=O)(=O)C1 (stereo not drawn)
2) CCOC(=O)CSc1ccc(S(=O)(=O)N2CCC(C)CC2)cc1[N+](=O)[O-]
3) O=C(CC(Nc1ccc(F)cc1)C(=O)OCC(=O)c1cccs1)c1ccccc1 (stereo not drawn)
4) CC(C)C1C(=O)N(Cc2cn(CCC3OCCO3)nn2)CCS(=O)(=O)N1Cc1ccc(-c2cccc(N(C)C)c2)cc1 (stereo not drawn)
5) CC(C)(C)c1cc2nc3c(c(=O)n2[nH]1)CN(Cc1ccccc1)C3=O
6) O=C(Nc1ccc2c(c1)OCO2)C1Cc2c(-c3cccnc3)ccnc2O1 (stereo not drawn)

assay / compound	1	2	3	4	5	6
Tb MetRS inh	0.1	-0.3	-0.1	-1.2	-0.2	-0.1
CSN deneddyl inh	-4	-2	-4	-1	1	4
Rin1 Abl inh	2	-4	0	-1	2	-2
FAS-TE inh	-6	-8	26	36	-7	-2
E coli Lon inh	6	0	-8	4	4	0
MsrA inhibitor	1.9	-0.5	0.9	2.3	1.6	-0.3
Neddyl block	i	i	i	i	x	i
MsrA act	-3	-3	-5	-5	2	-2
PABP1 MLLE inh	-1	5	10	-7	-2	3

7) Cc1oc2ccc(OS(C)(=O)=O)cc2c1C(=O)OC(C)C
8) CCc1nc2nc(C)c(NS(=O)(=O)c3ccc(Br)s3)c(=O)n2[nH]1
9) CCOC(=O)c1sc(N/N=C/c2cc(Br)c(O)c(OC)c2)nc1C
10) Cc1ccc(-c2nn3nnnc3c3ccccc23)cc1C
11) Cc1cc(C(=O)OCC(=O)N2CCOCC2)c2ccccc2n1
12) CC1CCN(C(=O)C2CCN(c3nnc(-n4cccc4)s3)CC2)CC1

assay / compound	7	8	9	10	11	12
Tb MetRS inh	-0.3	-0.2	0.1	-1.5	-0.2	0.8
CSN deneddyl inh	-2	7	8	0	-1	-1
Rin1 Abl inh	2	1	-2	-2	-2	3
FAS-TE inh	5	-2	5	3	-3	-2
E coli Lon inh	-3	-3	1	-3	4	-9
MsrA inhibitor	1.7	0.9	0.6	0.7	0.1	-1.2
Neddyl block	i	i	i	i	i	i
MsrA act	-3	-11	-3	1	0	0
PABP1 MLLE inh	-10	-11	-48	-8	-14	-8

13) CC1=NN2C(=N)/C(=C\c3cc(C)n(-c4ccc(C)cc4)c3C)C(=O)N=C2S1
14) O=C(Nc1nnc(-c2ccco2)o1)c1ccc2ccccc2c1
15) CCOC(=O)C(NCCc1ccccc1F)(NC(=O)CC)C(F)(F)F (stereo not drawn)
16) COc1cc2nc(CN3CCN(S(=O)(=O)c4ccccc4)CC3)[nH]c(=O)c2cc1OC
17) O=C(CCn1c(=O)c2sccc2n(CC(=O)NCc2ccco2)c1=O)NCc1ccccc1
18) COC(=O)c1ccccc1NC(=S)NC(=O)COc1ccccc1Cl

assay / compound	13	14	15	16	17	18
Tb MetRS inh	-0.3	-1.0	-0.9	-0.2	-0.5	-0.4
CSN deneddyl inh	-6	-1	-6	-1	2	2
Rin1 Abl inh	-3	0	0	-2	-1	0
FAS-TE inh	-5	-5	-10	-2	-5	15
E coli Lon inh	3	8	4	0	15	-4
MsrA inhibitor	0.8	1.7	-0.1	-0.2	1.4	0.5
Neddyl block	i	i	i	i	i	i
MsrA act	-6	-9	-6	5	1	4
PABP1 MLLE inh	-4	2	8	11	-4	20

19) COc1cc(NC(=S)NC(=O)c2ccc(C(C)(C)C)cc2)ccc1NC(=O)c1cccs1
20) Cc1cc(NC(=O)c2cc(-c3ccc(Br)cc3)on2)no1
21) Cc1noc(C)c1COc1ccc(C(=O)OCC(=O)c2ccc3c(c2)OCCO3)cc1
22) COC(=O)[C@@H]1C[C@H]2CC[C@H](O)C[C@H]2N1Cc1ccc(C(C)(C)C)cc1
23) O=S(=O)(c1ccc(SCc2ccccc2F)nc1)N1CCCC1
24) CCOc1ccc(CCNC(=O)COC(=O)c2cc([N+](=O)[O-])ccc2N2CCOCC2)cc1OCC

assay / compound	19	20	21	22	23	24
Tb MetRS inh	-0.5	0.0	-0.4	-0.3	-0.1	-0.4
CSN deneddyl inh	-2	-1	4	1	-4	-5
Rin1 Abl inh	7	-2	1	2	1	-3
FAS-TE inh	45	-10	4	-8	35	53*
E coli Lon inh	-3	-3	4	-6	-4	-2
MsrA inhibitor	-0.4	-1.2	0.9	-0.5	0.9	1.1
Neddyl block	i	i	i	i	i	i
MsrA act	-5	-2	-1	-6	-1	-2
PABP1 MLLE inh	32	4	7	-11	10	-12

25) COc1ccccc1NS(=O)(=O)c1cccc(C(=O)N2CCN(C/C=C/c3ccccc3)CC2)c1
26) O=C1CCc2ccccc2N1
27) OCCNc1ncnc2c1ncn2[C@H]1CN(Cc2ccncc2)C[C@@H](CO)O1
28) COc1ccc(CCNC(=O)c2ccc(CSc3ccccc3)o2)cc1
29) O=C(O)c1ccc2c(=O)n3c(nc2c1)/C(=C/c1ccc(Cl)c([N+](=O)[O-])c1)CC3
30) O=C(CSc1ncnc2c1nnn2Cc1ccccc1)NC1CCCCC1

assay / compound	25	26	27	28	29	30
Tb MetRS inh	0.8	-1.0	-0.2	0.2	-0.2	0.4
CSN deneddyl inh	4	3	2	0	6	1
Rin1 Abl inh	3	-2	0	2	4	-2
FAS-TE inh	3	-6	-2	18	35	58*
E coli Lon inh	-11	2	-18	2	0	1
MsrA inhibitor	-0.5	1.4	-0.5	1.2	-0.3	-0.7
Neddyl block	i	i	i	i	i	i
MsrA act	-1	-7	1	-1	-2	-3
PABP1 MLLE inh	-5	-1	2	4	-1	32

31) COc1ccccc1N(C(=O)c1snc(C(N)=O)c1N)C(C(=O)NCCC(C)C)c1ccco1 (stereo not drawn)
32) CCN(CC(=O)Nc1ccccc1OC)C(=O)CN1C(=O)NC(C)(c2ccccc2)C1=O (stereo not drawn)
33) COc1ccc(S(=O)(=O)N2CCN(C)CC2)cc1NC(=O)c1ccccc1
34) Clc1cccc2sc(-c3nnc(-c4ccccc4)o3)c(Cl)c12
35) Brc1ccc(OCc2nc(-c3ccccn3)n[nH]2)cc1
36) COc1ccc(C(=O)NCCSCc2ccc(C)cc2)cc1

assay / compound	31	32	33	34	35	36
Tb MetRS inh	-0.7	-0.3	-0.4	0.1	-0.8	0.7
CSN deneddyl inh	0	2	1	-1	-1	0
Rin1 Abl inh	0	4	1	-3	1	-6
FAS-TE inh	-6	-5	0	-3	5	4
E coli Lon inh	5	2	6	1	0	12
MsrA inhibitor	0.9	-0.4	0.3	0.3	-0.9	0.1
Neddyl block	x	i	i	i	i	i
MsrA act	1	-7	-4	-1	-8	-1
PABP1 MLLE inh	11	13	-6	-15	2	-1

37) CSc1ncccc1C(=O)OCC(=O)NCc1ccc2c(c1)OCO2
38) Cn1c(SCc2nc3ccccc3s2)nnc1-c1cccs1
39) CCOc1ccc(-c2nn(-c3ccccc3)cc2/C=C2\SC(=S)N(C3CCS(=O)(=O)C3)C2=O)cc1 (stereo not drawn)
40) CCC(C)(C(=O)NC1CCCCC1)N(C(=O)CC1NC(=O)NC1=O)c1c(C)n(C)n(-c2ccccc2)c1=O (stereo not drawn)
41) Cc1ccc(S(=O)(=O)Nc2ccc(S(=O)(=O)N3CCOCC3)cc2)cc1
42) Cc1ccc2nc(SCCC#N)nc(C)c2c1

assay / compound	37	38	39	40	41	42
Tb MetRS inh	0.6	-1.0	-0.2	0.1	0.2	-0.3
CSN deneddyl inh	1	0	-6	-3	-1	3
Rin1 Abl inh	5	1	0	3	-1	-4
FAS-TE inh	-5	-9	1	-2	-4	-4
E coli Lon inh	5	-8	-6	-15	12	7
MsrA inhibitor	0.0	-0.1	0.0	-1.2	2.0	-1.0
Neddyl block	i	i	i	i	i	i
MsrA act	-6	-11	-5	-5	-4	-3
PABP1 MLLE inh	9	-5	60	-1	-7	-25

4 compounds picked at random from the list so far:
17) O=C(CCn1c(=O)c2sccc2n(CC(=O)NCc2ccco2)c1=O)NCc1ccccc1
21) Cc1noc(C)c1COc1ccc(C(=O)OCC(=O)c2ccc3c(c2)OCCO3)cc1
4) CC(C)C1C(=O)N(Cc2cn(CCC3OCCO3)nn2)CCS(=O)(=O)N1Cc1ccc(-c2cccc(N(C)C)c2)cc1 (stereo not drawn)
33) COc1ccc(S(=O)(=O)N2CCN(C)CC2)cc1NC(=O)c1ccccc1

assay / compound	17	21	4	33
Tb MetRS inh	-0.5	-0.4	-1.2	-0.4
CSN deneddyl inh	2	4	-1	1
Rin1 Abl inh	-1	1	-1	1
FAS-TE inh	-5	4	36	0
E coli Lon inh	15	4	4	6
MsrA inhibitor	1.4	0.9	2.3	0.3
Neddyl block	i	i	i	i
MsrA act	1	-1	-5	-4
PABP1 MLLE inh	-4	7	-7	-6

Next section.
43) CCOC(=O)c1ccc(S(=O)(=O)N2CCN(C(=O)c3cccc(S(=O)(=O)N4CC(C)OC(C)C4)c3)CC2)cc1 (stereo not drawn)
44) COc1ccc(-n2c(SCC#N)nc3c(sc(=S)n3-c3ccccc3)c2=O)c(OC)c1
45) Cc1ccc(C(=O)Nc2cc3c(cc2N2CCCCC2)n(C)c(=O)n3C)cc1
46) Nc1nnc2c(C(F)(F)F)nc3ccccc3n12
47) COc1ccc(C2(C)NC(=O)N(CC(=O)c3cc(C)n(C4CC4)c3C)C2=O)cc1OC (stereo not drawn)
48) CCOC(=O)C1CCN(C(=O)CCc2nnc3ccc(N4CCC(C)CC4)nn23)CC1
49) CC1CCCN(C(=O)COc2ccc(Nc3ccccc3)cc2)C1 (stereo not drawn)
50) C/C(=N\NC(=O)c1ccc2c(c1)OCO2)c1ccc(O)cc1
51) CCN(C)C1CN(Cc2cn(Cc3ccc(C(F)(F)F)cc3)nn2)S(=O)(=O)C1 (stereo not drawn)

assay / compound	43	44	45	46	47	48	49	50	51
Tb MetRS inh	-0.2	-0.6	0.4	-0.4	-0.1	-0.3	-0.9	-0.6	-1.2
CSN deneddyl inh	-6	0	4	1	-1	-7	-6	-2	0
Rin1 Abl inh	2	3	3	0	1	2	1	-2	x
FAS-TE inh	28	-2	4	-7	-11	17	3	-5	-11
E coli Lon inh	-8	-1	-5	8	-11	3	8	-1	-2
MsrA inhibitor	0.8	2.3	x	1.7	0.0	2.4	-1.3	1.3	1.1
Neddyl block	i	i	i	x	i	i	i	i	i
MsrA act	-2	-7	0	-12	1	-1	-2	-3	-9
PABP1 MLLE inh	0	25	-12	-3	-4	8	-5	4	x
